# HMGR II inh – inhibitors of E. faecalis class II HMGR, primary screen, biochemical, Enterococcus faecalis; purified E. faecalis HMGR, NADPH absorbance 340 nm kinetic; inhibition, % at 10 µM; hit rate 0.41% among 190,000; AID 1066, 2008;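 active means inhibition above a set limit, the median over all tested compounds plus 3 SD, cut at about 9.5% in these data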;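 further: enzyme runs in reverse so mevalonate oxidation gives rising NADPH absorbance; 0% = complete reaction with DMSO and 100% = background rate lacking mevalonate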
# DTT redox prof – compounds producing H2O2 with reducing agent – biochemical, NIH compound library profiling, artefact control for MLSCN library redox annotation, primary screen; DTT-dependent redox cycling H2O2, phenol red/HRP absorbance; 100% = 100 µM peroxide control, 0% = buffer; hit rate 0.03% among 200,000; activation, % at 10 µM;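 active means activation of at least 50% relative to the plate's high and low controls in the primary single-dose screen; inactive means activation below 50%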;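 further: compound incubated with DTT at 0.8 mM final as the reducing agent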
# FLuc inhib CS – firefly luciferase enzyme inhibitors, primary screen, artefact control for luciferase-based inhibitor screens, biochemical, luminescence, ATPLite. 10 min. inhibition, % at 10 µM. hit rate 1.5% among 200,000. AID 1006, 2008;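 active means inhibition above about 50% when tested at 10 µM, limit read from the data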
# Target sequence (P08659 whole entry, looked up): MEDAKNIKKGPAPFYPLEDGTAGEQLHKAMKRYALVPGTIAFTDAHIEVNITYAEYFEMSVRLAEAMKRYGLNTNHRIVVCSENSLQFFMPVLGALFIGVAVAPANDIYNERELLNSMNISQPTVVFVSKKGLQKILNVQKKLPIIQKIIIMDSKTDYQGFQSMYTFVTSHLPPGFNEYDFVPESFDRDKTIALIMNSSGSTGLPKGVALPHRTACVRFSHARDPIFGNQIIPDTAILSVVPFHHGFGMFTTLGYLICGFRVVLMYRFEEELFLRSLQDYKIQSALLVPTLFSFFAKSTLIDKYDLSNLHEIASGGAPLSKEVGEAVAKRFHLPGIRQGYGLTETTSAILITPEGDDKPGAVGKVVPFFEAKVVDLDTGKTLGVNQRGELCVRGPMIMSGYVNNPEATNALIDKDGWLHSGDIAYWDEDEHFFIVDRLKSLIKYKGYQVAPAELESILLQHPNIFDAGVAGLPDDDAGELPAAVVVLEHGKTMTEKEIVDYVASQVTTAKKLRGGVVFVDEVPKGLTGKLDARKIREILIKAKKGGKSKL
# APP 5UTR inh – inhibitors of APP translation via 5'UTR reporter, primary screen, APP 5'UTR luciferase, SH-SY5Y cells; AID 1285, 2008; inhibition, % at 2 µM; hit rate 0.82% among 190,000; SH-SY5Y APP 5'UTR-luciferase reporter, luminescence;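 active means inhibition above a set limit, derived from the sample mean plus 3 SD, cut at about 45% in these data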; further: values of inactives mirror those of a sister screen read the other way
# APP 5'UTR act – activators of APP 5'UTR luciferase reporter, primary screen, SH-SY5Y cells; SH-SY5Y APP 5'UTR luciferase reporter, luminescence; zero percent = DMSO vehicle wells; activation, % at 2 µM; hit rate 1% among 190,000;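 active means activation above a set limit, based on mean plus 3 SD of controls, cut at about 140% in these data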; further: values of inactives mirror those of a sister screen read the other way
# FLuc stim CS – FLuc activators, initial screening, artefact control for FLuc-dependent activation tests, biochemical, ATPlite luminescence | Luciferin 4-monooxygenase (Photinus pyralis), P08659 | ATPlite luciferase biochemical, 10 min; 0 = ATP-free wells, 1 = DMSO control | activation factor at 10 µM | 200,000 tested, under 10 active | AID 1027, 2008;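 active means luciferase activation factor, scaled between plate controls, of at least 2 with compound at 10 µM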
#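 Material: Luciferase/luciferin reagent mix | Doses: Test compounds dosed from 2 mM stocks in 100% DMSO | Timing: 10 min incubation after luciferase reagent addition, room temperature | Measured by: Luminescence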
# G6PDH counter – L. mesenteroides G6PDH inhibitors, counter-screen for G6PDH-coupled screening assays, biochemical, Leuconostoc mesenteroides enzyme | Purified L. mesenteroides G6PDH, diaphorase/resazurin coupled fluorescence, 45 min | inhibition, % at 5 µM | hit rate 0.12% among 200,000; in the data active means inhibition above about 50%
# STAT1 activator – STAT1 signaling activators, primary screen, cell-based, HTS, luciferase reporter; AID 932, 2007; activation (% of control), % at 5.5 µM; hit rate 2.6% among 200,000; NIH 3T3 STAT1-luciferase reporter, IFN-gamma, luminescence; 100% = IFN-gamma alone, no compound;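 active means activation above the screen-wide mean activation plus 3 SD, cut at about 130% in these data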;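 further: raw ratio to IFN-gamma control signal so 100% means no change and 0% no light; values of inactives mirror those of a sister screen read the other way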
# Hsp70 activator – Hsp70 transcriptional activators, primary screen, cell-based, HeLa, Hsp70 promoter luciferase, luminescence, 10 µM; HeLa Hsp70 promoter luciferase reporter; scaled: vehicle 0, proteasome-inhibitor control 100%; AID 1203, 2008; hit rate 0.04% among 200,000; activation, % at 10 µM;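 active means activation above the mean across all tested compounds plus 3 SD, cutoff set per campaign, cut at about 5.5% in these data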;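 further: 100% = MG132 at 30 µM as the positive control and 0% = DMSO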
# NF-kB expr up – activators of NF-kB expression in neurons, primary screen, cell-based, HTS | human neuronal cells, NF-kB reporter expression; stronger effect = higher value | fold change at 12.5 µM | hit rate 1.6% among 190,000; in the data active means fold change above about 3.3
# Starred values were filed as active, the others as inactive; . = not tested or not shown.
SMILES,HMGR II inh,DTT redox prof,FLuc inhib CS,APP 5UTR inh,APP 5'UTR act,FLuc stim CS,G6PDH counter,STAT1 activator,Hsp70 activator,NF-kB expr up
CCOC(=O)CC(C(=O)OCC)P(=O)(c1ccccc1)c1ccccc1 (centres undefined),-6,-0.8,-2,15,-15,1,4,109,-0.2,0.98
COC(=O)c1cc(C)sc1NC(=O)C1CC(=O)NN1Cc1ccccc1 (centres undefined),1,0.0,0,-6,6,1,-10,99,-0.4,1
CSc1oc(-c2ccco2)nc1S(=O)(=O)c1ccccc1,-5,0.2,-6,4,-5,1.1,1,92,-0.3,1.1
Cc1ccc(S(=O)(=O)Nc2ccc(N(C)C)cc2)cc1,0,-0.8,-5,-20,20,1,5,106,0.6,0.85
C/C(=N\Nc1nc(N2CCCCC2)nc(N2CCOCC2)n1)c1cccs1,1,-0.2,-1,0,0,1,10,96,0.1,0.96
CCOC(=O)c1ccc(NC(=O)c2ccc(NS(C)(=O)=O)cc2)cc1,-1,2.6,0,-25,25,1,-20,96,-0.2,1.4
CCCC(CCC)c1nc2ccncc2[nH]1,-3,-1.7,-6,1,-1,1.1,-4,93,0.1,0.9
CC1NC(=O)NC1CCCCCC(=O)Nc1ccc(F)c(Cl)c1 (centres undefined),0,-0.6,-3,-19,19,1,-1,91,-0.1,0.99
Fc1ccc2c(c1)C(c1ccc(N3CCOCC3)cc1)=NNC(c1cccs1)=N2,-1,1.6,-7,-7,7,1.1,-32,94,-0.1,0.71
CCNC(=S)N1CCN(CCN=CC2=C(O)CC(c3ccco3)CC2=O)CC1 (centres undefined),-5,0.1,-10,14,-14,1.1,5,103,-0.3,0.89
Cc1cc(C)cc(CC2CC(=O)N(c3cc(C)on3)C2=O)c1 (centres undefined),-9,3.1,-3,6,-6,1,6,100,-0.3,1.2
O=C(COC(=O)CCc1c[nH]c(=O)[nH]1)Nc1ccccc1,3,2.3,2,2,-2,1,1,103,-0.4,0.85
COc1cc(OC)c(OC)cc1CN1CCN(Cc2cccn2C)CC1,-3,0.4,1,2,-2,1,6,97,-0.4,0.9
O=C(O)c1ccc(S(=O)(=O)c2ccc(Sc3ccc(C(=O)O)c(C(=O)O)c3)cc2)cc1,-3,-1.3,-6,0,0,1.1,30,104,-0.2,1.1
CN(C(=O)Cc1ccccc1)n1cnnc1,0,2.6,-2,-4,4,1,-1,99,0.2,0.93
CCOc1ccc(NC(=O)Cn2cncc2-c2ccc([N+](=O)[O-])cc2)cc1,-8,0.3,-3,8,-8,1,-10,117,-0.4,1.5
O=C1NC(NS(=O)(=O)c2ccc(Cl)cc2)(C(F)(F)F)C(=O)N1c1ccccc1 (centres undefined),-4,0.0,-3,12,-12,1,-4,99,-0.5,0.9
O=C(COc1ccccc1)NC(NC(=S)Nc1ccccc1O)C(Cl)(Cl)Cl (centres undefined),0,0.9,-9,2,-2,1.1,3,96,-0.3,0.99
Cc1cc(NC(=O)Cc2cccs2)no1,0,3.9,-7,1,-1,1.1,8,99,-0.3,1.3
COc1cccc(OCC(=O)NNC(=O)c2cccs2)c1,1,-4.0,-3,-4,5,1,2,103,-0.1,1.1
C=CCn1c(/N=C/c2ccc(N(C)C)cc2)nc2ccccc21,-1,2.2,94*,6,-6,0.1,-1,97,-0.3,1.1
O=C(/C=C/c1ccc(S(=O)(=O)N2CCOCC2)cc1)NCc1ccc(Cl)cc1,4,-0.5,-3,-9,9,1,0,97,-0.4,0.84
O=c1ccc(S(=O)(=O)N2CCC(Cc3ccccc3)CC2)c[nH]1,-1,0.7,-8,-16,16,1.1,-8,96,-0.4,1.1
CC(NC(=O)c1ccc(Br)cc1)C(=O)NC1=NCCS1 (centres undefined),-2,-2.1,-3,28,-28,1,2,102,0.2,1.2
Cc1ccc2nc(-c3ccc(NC(=O)COC(=O)c4ccco4)cc3)sc2c1,-5,0.8,-1,-148,148*,1,-23,141*,-0.2,4.3*

# Remaining list, next part.
SMILES,HMGR II inh,DTT redox prof,FLuc inhib CS,APP 5UTR inh,APP 5'UTR act,FLuc stim CS,G6PDH counter,STAT1 activator,Hsp70 activator,NF-kB expr up
CCCN1C(=O)COc2ccc(-c3n[nH]c(=O)c4ccccc34)cc21,-3,1.5,-6,5,-5,1.1,1,91,0.2,0.97
CCCCc1nc(N)c(C#N)c(-c2ccco2)c1CCC,-6,3.1,0,-12,12,1,17,102,-0.6,1.3
CCOc1ccc(N/C(=C(/C(Cl)=C(Cl)Cl)[N+](=O)[O-])n2cncn2)cc1,-3,0.6,3,30,-30,1,10,98,0.1,1.3
C=CCN1C(=O)C2(C(C(=O)c3ccc(C)o3)=C(O)C(=O)N2CCCN2CCOCC2)c2ccccc21 (centres undefined),0,1.6,-4,-4,4,1,2,114,-0.1,0.96
CC(C)(O)C#Cc1ccc(CN2CCCC(CO)(Cc3cccc(Cl)c3)C2)cc1 (centres undefined),-2,0.4,-10,-9,9,1.1,18,104,-0.2,1
CC(C(=O)Nc1ncccn1)(c1ccccc1)c1ccccc1,-1,-0.5,-1,-7,7,1,5,105,-0.3,1.2
Cc1cc(NC(=O)CSc2nc(-c3ccccc3)cs2)no1,2,-2.1,-6,5,-5,1.1,-17,104,0.4,1
N#CNC(=Nc1ccc(F)cc1)SCc1ccccc1,-6,-0.2,-8,1,-1,1.1,13,89,-0.3,0.96
Cn1c(SCc2nc(-c3ccc(Cl)cc3)no2)nnc1-c1ccccc1,-3,1.2,-4,.,.,1,3,101,-0.3,1.1
N/C(CN1CCCC1=O)=N\OC(=O)c1ccc(Cl)cc1,-3,0.0,-9,14,-13,1.1,11,104,-0.5,1.1
CCCCOc1ccc(C(=O)NCC(=O)OCC(=O)N2CCN(S(=O)(=O)c3ccc(C)cc3C)CC2)cc1,1,-0.2,-3,2,-2,1,0,102,-0.1,0.82
Oc1ccccc1-c1cc(C(F)(F)C(F)F)nc(-c2ccccc2)n1,-7,1.6,-4,-1,1,1,4,109,-0.2,2.5
CCCCn1c(N)nc2ccccc21,-4,0.3,-7,.,.,1.1,-1,92,-0.5,0.93
c1ccc(-c2nnc3sc(CN4CCC5(CC4)OCCO5)cn23)cc1,1,-2.5,-7,4,-4,1.1,-2,104,-0.4,1.1
O=C(O)c1cc2c(s1)-c1ccccc1CC2,-1,0.3,3,-16,16,1,-3,103,-0.1,0.98
CCCC(=O)Nc1ccc2c(c1)nc(CN1CCCC1)n2C,-1,0.2,-8,-15,15,1.1,0,99,0.1,0.94
COc1ccc(Nc2nc3c(C)cccc3cc2C#N)cc1,-5,5.0,-7,-22,22,1.1,9,118,-0.4,1.1
CCOc1cc(CN2CCN(C(=O)CC(C)C)CC2)ccc1OC,0,0.0,-3,4,-4,1,6,100,-0.3,1
CC(SCc1ccccc1)C(=O)NCc1ccccn1 (centres undefined),-12,-0.6,-5,-11,11,1.1,22,102,-0.2,1.1
c1ccc2cc(-c3csnn3)ccc2c1,3,1.6,5,0,0,1,12,104,-0.4,1.3
CCCc1c(C)nc2c(OC)cccc2c1SCC(=O)O,-3,-0.2,-7,8,-8,1.1,9,102,0.9,1.1
O=C(CN1CCCc2ccccc21)Nc1ccc(F)cc1[N+](=O)[O-],1,-1.0,-7,8,-8,1.1,3,98,-0.1,1.1
CC(=O)N1CCc2cc(S(=O)(=O)NC(CC(C)C)C(=O)Nc3cc(C)ccn3)ccc21 (centres undefined),-3,-2.9,-6,17,-17,1.1,-2,97,-0.3,0.88
Cc1ccc(S(=O)(=O)N[C@@H](C)C(=O)N2CCC(C(=O)N3CCC[C@H]3C(=O)O)CC2)cc1,-3,3.7,-9,8,-8,1.1,-3,100,-0.3,1.3
CCNC(=O)COc1cc(C)c(Cl)c(C)c1,-10,0.2,-4,-8,8,1,12,102,0.1,0.91

# Two entries from above, with values under each structure.
# Values run as follows: HMGR II inh | DTT redox prof | FLuc inhib CS | APP 5UTR inh | APP 5'UTR act | FLuc stim CS | G6PDH counter | STAT1 activator | Hsp70 activator | NF-kB expr up
Cc1cc(NC(=O)CSc2nc(-c3ccccc3)cs2)no1
  2 | -2.1 | -6 | 5 | -5 | 1.1 | -17 | 104 | 0.4 | 1
Cn1c(SCc2nc(-c3ccc(Cl)cc3)no2)nnc1-c1ccccc1
  -3 | 1.2 | -4 | . | . | 1 | 3 | 101 | -0.3 | 1.1

# Next part
SMILES,HMGR II inh,DTT redox prof,FLuc inhib CS,APP 5UTR inh,APP 5'UTR act,FLuc stim CS,G6PDH counter,STAT1 activator,Hsp70 activator,NF-kB expr up
O=C(CSc1nc2[nH]ncc2c(=O)n1-c1ccccc1Br)NCc1ccccc1Cl,-4,-0.3,-3,17,-17,1,3,96,-0.1,1.1
CC1=C(C)CS(=O)N(S(=O)(=O)c2ccc(Cl)cc2)C1 (centres undefined),1,0.1,0,0,0,1,9,101,-0.3,0.93
O=C(NCCCCc1ccccc1)C12CN(Cc3ccccc3)CC1C(c1ccc([N+](=O)[O-])cc1)=NO2 (centres undefined),1,-2.2,-6,-7,7,1.1,15,95,-0.1,0.89
COc1ccccc1N(C)S(=O)(=O)c1ccc(C(=O)OCC(=O)Nc2cc(C)on2)cc1,0,-0.9,0,-3,3,1,-1,99,-0.2,0.98
O=C(COc1ccc2ccccc2c1)NCCn1ccc2ccccc21,-6,-0.7,-1,-15,15,1,-21,100,-0.1,1
Cn1nnc(NC(=O)CSc2ncn[nH]2)n1,-1,0.1,-5,53*,-53,1.1,2,98,-0.3,1.2

# Filtered by structure, the entries above containing an aryl thioether with sulfur outside any ring.
SMILES,HMGR II inh,DTT redox prof,FLuc inhib CS,APP 5UTR inh,APP 5'UTR act,FLuc stim CS,G6PDH counter,STAT1 activator,Hsp70 activator,NF-kB expr up
CSc1oc(-c2ccco2)nc1S(=O)(=O)c1ccccc1,-5,0.2,-6,4,-5,1.1,1,92,-0.3,1.1
O=C(O)c1ccc(S(=O)(=O)c2ccc(Sc3ccc(C(=O)O)c(C(=O)O)c3)cc2)cc1,-3,-1.3,-6,0,0,1.1,30,104,-0.2,1.1
Cc1cc(NC(=O)CSc2nc(-c3ccccc3)cs2)no1,2,-2.1,-6,5,-5,1.1,-17,104,0.4,1
Cn1c(SCc2nc(-c3ccc(Cl)cc3)no2)nnc1-c1ccccc1,-3,1.2,-4,.,.,1,3,101,-0.3,1.1
CCCc1c(C)nc2c(OC)cccc2c1SCC(=O)O,-3,-0.2,-7,8,-8,1.1,9,102,0.9,1.1
O=C(CSc1nc2[nH]ncc2c(=O)n1-c1ccccc1Br)NCc1ccccc1Cl,-4,-0.3,-3,17,-17,1,3,96,-0.1,1.1
Cn1nnc(NC(=O)CSc2ncn[nH]2)n1,-1,0.1,-5,53*,-53,1.1,2,98,-0.3,1.2
